# Screening results deposited in PubChem by Sanford-Burnham Center for Chemical Genomics.
# UBC13 inh – blocks human UBC13 polyubiquitin chain formation; inhibition, % at 20 µM; 0.47% of 330,000 active; TR-FRET; P61088; in the data active means inhibition above about 45%, passing the limit was not always enough
# Target sequence (P61088 whole entry, looked up): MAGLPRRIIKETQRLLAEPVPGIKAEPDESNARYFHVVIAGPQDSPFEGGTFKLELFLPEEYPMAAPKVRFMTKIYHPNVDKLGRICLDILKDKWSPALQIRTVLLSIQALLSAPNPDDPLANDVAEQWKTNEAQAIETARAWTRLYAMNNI
# 697 NFkB inh – inhibitors of the PMA/ionomycin-induced NF-kB reporter in 697 B cells; 697 B-cell NF-kB luciferase reporter, 16 h; inhibition, % at 4 µM; 0.33% of 330,000 active; AID 435022; in the data active means inhibition above about 35%
# Gli-Sufu block – blocks Gli-Sufu signaling in a luciferase reporter. AID 588413. Sufu-KO-LIGHT fibroblasts, Gli luciferase reporter luminescence. inhibition, % at 5 µM. 0.74% of 340,000 active;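 active means inhibition above about 55%, limit read from the data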;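 further: 0% = DMSO-treated cells and 100% = wells with medium but no cells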
# CXCR6 inh – CXCR6 (human) receptor inhibition; O00574; CHO-K1 PathHunter CXCR6 beta-arrestin, luminescence; inhibition, % at 20 µM; 0.36% of 360,000 active; AID 602244; in the data active means inhibition above about 34%, passing the limit was not always enough;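 further: antagonist mode with CXCL16 agonist at 10 nM final; 0% = 10 nM CXCL16 with DMSO and 100% = unstimulated wells without agonist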
# Target sequence (O00574 whole entry, looked up): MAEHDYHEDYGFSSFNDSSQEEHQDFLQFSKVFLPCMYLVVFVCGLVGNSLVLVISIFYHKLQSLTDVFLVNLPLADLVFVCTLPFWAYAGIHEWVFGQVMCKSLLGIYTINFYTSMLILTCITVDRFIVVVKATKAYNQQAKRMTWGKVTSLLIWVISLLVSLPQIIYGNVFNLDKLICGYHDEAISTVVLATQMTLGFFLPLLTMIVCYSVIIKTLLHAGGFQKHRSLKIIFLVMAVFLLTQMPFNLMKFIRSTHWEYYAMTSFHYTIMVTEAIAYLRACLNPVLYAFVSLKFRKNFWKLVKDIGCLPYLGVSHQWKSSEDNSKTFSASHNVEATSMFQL
# Jurkat NFkB inh – inhibitors of the PMA/ionomycin-induced NF-kB reporter in Jurkat cells. PMA/ionomycin-induced NF-kB luciferase reporter, luminescence. inhibition, % at 4 µM. 0.53% of 330,000 active; in the data active means inhibition above about 50%
# EBI2 block – antagonists of human EBI2 receptor; AID 651636; inhibition, % at 5 µM; P32249; EBI2 beta-arrestin recruitment, luminescence, 7a,25-OHC stimulated; 0.81% of 360,000 active; in the data active means inhibition above about 38%;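 further: enzyme fragment complementation signal reports receptor beta-arrestin coupling in cells; 0% = agonist plus DMSO wells and 100% = wells without agonist; some results beyond the cut were filed as inactive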
# CCR6 antag – antagonists of human CCR6 receptor | AID 493098 | 0.49% of 340,000 active | inhibition, % at 20 µM | CHO-K1 CCR6 PathHunter beta-arrestin, luminescence, CCL20-stimulated;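 active means compounds whose inhibition of the agonist-driven luminescence signal at 20 µM reaches about 50%, limit read from the data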;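 further: cells stimulated with CCL20 at 14 nM final; plate controls were DMSO with CCL20 for no effect and DMSO without agonist for full effect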
# APJ antag – blocks the human apelin receptor APJ; P35414; CHO-K1 APJ beta-arrestin complementation, luminescence; inhibition, % at 20 µM; 0.32% of 330,000 active; AID 2521;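 active means inhibition above about 40% at 20 µM, limit read from the data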;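 further: cells challenged with 10 nM apelin-13 agonist together with compound; plate controls were apelin-13 plus DMSO wells for no effect and DMSO wells lacking apelin-13 for full effect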
# Target sequence (P35414 whole entry, looked up): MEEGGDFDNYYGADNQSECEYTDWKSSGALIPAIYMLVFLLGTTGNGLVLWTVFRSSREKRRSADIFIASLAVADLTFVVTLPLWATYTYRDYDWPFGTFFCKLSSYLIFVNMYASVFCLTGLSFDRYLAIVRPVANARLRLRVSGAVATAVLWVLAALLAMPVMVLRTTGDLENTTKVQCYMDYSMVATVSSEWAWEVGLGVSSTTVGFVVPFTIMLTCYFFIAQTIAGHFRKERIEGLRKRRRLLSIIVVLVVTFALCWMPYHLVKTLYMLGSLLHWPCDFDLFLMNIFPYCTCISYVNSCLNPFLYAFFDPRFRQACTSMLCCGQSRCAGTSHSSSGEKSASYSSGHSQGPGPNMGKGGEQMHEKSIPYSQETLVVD
# An asterisk follows results filed as active; / = not tested or not shown.
SMILES,UBC13 inh,697 NFkB inh,Gli-Sufu block,CXCR6 inh,Jurkat NFkB inh,EBI2 block,CCR6 antag,APJ antag
COc1ccc2c3c(cccc13)OCC2=O,30,-2,-3,-14,-13,-13,-15,-13
CSCCOC(=O)COc1ccc(/C=N/NC(=O)c2c(Cl)cnn2C)cc1,-12,-1,4,-5,8,12,1,12
CCOC(=O)c1ccccc1NC(=O)CSc1nnc(COc2ccccc2C)n1C,5,11,5,0,11,-8,12,17
COc1ccc(S(=O)(=O)N2CCC(C(=O)NCc3ccccn3)CC2)cc1C,5,12,5,-2,1,-3,-7,-1
Fc1ccc(NC(=S)Nc2cccnc2)cc1,1,-9,3,5,-5,3,-4,5
Cc1cc(NCCN(C)C)n2nc(-c3cccs3)cc2n1,6,18,6,0,-20,-4,11,7
COc1cc(/C=N/N2CCOCC2)ccc1OCc1ccccc1,-14,2,-47,0,-17,12,10,-19
CC(=O)Nc1ccc(NC(=O)c2cc(C)nn2-c2ccccc2)cc1,-9,-23,0,-9,-5,-2,5,-16
O=C1CN(CC(=O)Nc2ccc(SC(F)F)cc2)CCN1,1,-11,2,-6,14,-6,3,6
O=C(NCc1cccnc1)C1CCC(CNS(=O)(=O)c2ccc(Cl)cc2)CC1 (stereo not drawn),5,8,4,-1,-10,5,9,-14
COc1ccc(Nc2nc3ccccc3c(=O)s2)c(OC)c1,40,2,-7,7,2,-7,-4,-8
COc1ccc(-c2cc(=O)oc3cc(OC(C)C(=O)Nc4ccc(CN5CCOCC5)cc4)ccc23)cc1 (stereo not drawn),8,-11,27,3,0,5,12,11
Cc1ccc(N(C(C)C(=O)O)S(=O)(=O)c2c(C)n[nH]c2C)cc1 (stereo not drawn),-7,-23,13,-6,-18,-4,21,-19
CCCCOc1ccc(C(O)(CC)CCN2CCOCC2)cc1 (stereo not drawn),6,5,2,-2,10,2,6,-8
C=CCn1c(-c2cccc3ccccc23)n[nH]c1=S,10,1,7,4,23,13,-18,43*
Cc1ccc(C(=O)CN(CCC(=O)O)S(=O)(=O)c2ccc([N+](=O)[O-])cc2)cc1,-9,9,-6,-18,-5,-9,-1,-83
CCc1ccc2[nH]c(C(=O)Nc3ccc(F)cc3Br)cc2c1,6,6,-14,2,1,-2,13,7
O=C(NC(Cc1ccccc1)C(=O)O)c1ccc(S(=O)(=O)N2CCOCC2)cc1 (stereo not drawn),9,12,0,0,13,-5,-11,-3
Cc1ccc(CSCCNC(=O)c2ccc(N(C)S(=O)(=O)c3ccccc3)cc2)cc1,4,-1,12,3,7,3,7,1
COc1ccc(C(CNC(=O)c2cccc(S(=O)(=O)N3CCCC3)c2)N2CCCC2)cc1 (stereo not drawn),1,-10,10,1,6,-23,8,20

# Next part; it opens with the 6 that closed the last part.
SMILES,UBC13 inh,697 NFkB inh,Gli-Sufu block,CXCR6 inh,Jurkat NFkB inh,EBI2 block,CCR6 antag,APJ antag
C=CCn1c(-c2cccc3ccccc23)n[nH]c1=S,10,1,7,4,23,13,-18,43*
Cc1ccc(C(=O)CN(CCC(=O)O)S(=O)(=O)c2ccc([N+](=O)[O-])cc2)cc1,-9,9,-6,-18,-5,-9,-1,-83
CCc1ccc2[nH]c(C(=O)Nc3ccc(F)cc3Br)cc2c1,6,6,-14,2,1,-2,13,7
O=C(NC(Cc1ccccc1)C(=O)O)c1ccc(S(=O)(=O)N2CCOCC2)cc1 (stereo not drawn),9,12,0,0,13,-5,-11,-3
Cc1ccc(CSCCNC(=O)c2ccc(N(C)S(=O)(=O)c3ccccc3)cc2)cc1,4,-1,12,3,7,3,7,1
COc1ccc(C(CNC(=O)c2cccc(S(=O)(=O)N3CCCC3)c2)N2CCCC2)cc1 (stereo not drawn),1,-10,10,1,6,-23,8,20
COCCNC(=O)CCc1c(C)nc2nc(-c3cc(OC)cc(OC)c3)nn2c1C,6,5,2,3,13,2,28,8
CC(C)c1nc2oc3c(=O)[nH]cnc3c2c2c1COC(C)(C)C2,5,1,-1,1,1,-7,0,-6
O=C(NC(C(=O)c1ccccc1)N1CCCCC1)c1ccccc1 (stereo not drawn),-7,-6,-23,1,-34,-38,15,13
CNS(=O)(=O)c1cccc(C(=O)OCC(=O)N2CC(C)OC(C)C2)c1 (stereo not drawn),0,3,-14,8,6,-5,5,-1
O=C(Cc1ccccc1)Nc1nc2ccccc2s1,9,-29,-34,6,-32,11,12,-8
COc1ccc(S(=O)(=O)N=C2C=C(C)C(=O)C(C)=C2)cc1,0,8,-2,-11,-3,-7,0,-9
N#CCC(=O)N/N=C/c1ccc(SCC(=O)Nc2ccccc2)o1,-12,11,-5,-3,-3,-8,-9,5
O=c1nc2ccccc2c2n1CC(CN1CCN(Cc3ccccc3)CC1)N2 (stereo not drawn),1,12,4,0,8,0,7,5
Cc1ccc(Cn2cnc3ccccc32)cc1,-4,-10,1,3,-1,8,13,6
COc1ccc(C(=O)Nc2cccc(S(C)(=O)=O)c2)cc1,8,5,-11,-2,6,-13,-7,6
O=C1C2CCCCC2C(=O)N1c1ccc(NC2CCCCC2)c([N+](=O)[O-])c1 (stereo not drawn),-37,-16,20,19,-2,3,26,19
CCC1CCCCN1S(=O)(=O)c1ccc(NC(=O)C2CCN(C(=O)c3ccco3)CC2)cc1 (stereo not drawn),4,-8,7,-16,31,5,14,-6
COc1ccc(CC(=O)NCc2n[nH]c(=S)n2C)cc1,-8,-9,-25,-12,-12,1,-1,-8
COc1ccc(C(=O)NC2CCN(C(=O)Nc3ccccc3Cl)CC2)cc1,5,3,7,-4,-9,7,2,-6
CCCNC(=O)OC[C@H]1O[C@H](CCO/N=C/[C@@H](OC)[C@H](C)/C=C/CC(=O)OC)C=C[C@@H]1Oc1ccc(OC)cc1,1,6,/,/,13,/,/,-3
CC(=O)Nc1ccc(C(=O)Nc2cc(S(=O)(=O)N3CCOCC3)ccc2N2CCOCC2)cc1,/,/,-10,-3,/,-7,-1,/
CC(C)[C@H]1C(=O)Nc2ccccc2N1C(=O)N[C@@H](Cc1ccccc1)C(=O)N[C@@H](C(=O)O)c1ccccc1,1,-2,0,-10,0,-10,3,4
CSc1ccc(/C=N/n2c(C3CCCCC3)n[nH]c2=S)cc1,-2,-2,1,10,12,9,13,11
Cc1ccc(S(=O)(=O)N2CCOCC2)cc1C(=O)NC1CCCC(C)C1C (stereo not drawn),-4,0,6,-10,0,5,9,-52
C=CC[C@@H](CC(=O)N(CCO)Cc1ccccc1)C(=O)N[C@H](COC(=O)[C@@H](CC=C)Cc1ccc(F)cc1)c1ccccc1,6,17,9,28,2,21,34,1
COc1ccc(CCNC(=O)c2cc(-c3ccc(C)c(C)c3O)n[nH]2)cc1OC,10,-6,1,-1,-12,5,12,-1
Cc1nn(Cc2ccccc2Cl)c(C)c1N,0,-7,-12,5,-11,-2,3,-3
CCn1cc(C(=O)N2CCCC(N3CCN(c4ccccc4C)CC3)C2)cn1 (stereo not drawn),0,7,7,-6,6,-3,-2,4
COc1ccc(NC(=O)n2ncc3cc(Cl)ccc32)cc1OC,-6,-64,-37,3,-82,2,-5,-4
CC(=O)CC(CC(=O)NC1CCCCC1)c1ccccc1 (stereo not drawn),3,1,1,-22,15,-2,0,17
C#CCn1cccc(C(=O)Nc2ccc(OC)cc2)c1=O,0,-23,-21,-4,-16,6,2,12
CC(NC(=O)c1ccccc1Br)C1CC2CCC1C2 (stereo not drawn),-1,16,-1,3,8,3,9,11
CCOC(=O)c1c(NC(=O)COC(=O)Cn2c(C)nc3ccccc32)sc2c1CCCC2,13,2,9,-4,-5,9,5,-10
O=C(O)c1ccc(CSc2nnc(-c3ccncc3)n2-c2ccc(Cl)cc2)cc1,-7,10,5,2,-5,-1,9,23
CC(C)CN(C(=O)c1ccc(S(=O)(=O)N2CCCC2)cc1)C1CCS(=O)(=O)C1 (stereo not drawn),0,0,-7,2,0,0,9,11
O=S(=O)(c1cc(F)ccc1F)N1CCN(c2ccccn2)CC1,-4,0,6,-15,2,-4,8,7
CC(=O)c1cccc(NC(=O)C2C3C=CC(C3)C2C(=O)O)c1 (stereo not drawn),7,17,-4,3,1,-2,5,7
CCc1ccc(OCCSc2nc3ccccc3n2CC(=O)O)cc1,-8,-16,-5,-5,-8,-1,-3,-20
CC(C)CN(C(=O)Cn1c(C(F)(F)F)nc2ccccc21)C1CCS(=O)(=O)C1 (stereo not drawn),-1,-2,1,4,-3,1,11,12
COC(=O)c1ccccc1NC(=O)Nc1nnc(N2CCC(C)CC2)s1,0,19,-3,-6,9,-3,-4,20
Cc1ccc(C(=O)C(C)OC(=O)CNS(=O)(=O)c2ccc(C)cc2)cc1 (stereo not drawn),4,14,-14,-1,2,2,23,-9
COc1cccc(C(=O)Nc2cccc(NC(=O)c3cccs3)c2)c1,2,-5,6,-12,-6,-1,1,2
CCOc1ccc(S(=O)(=O)N2CCN(C(=O)c3cc(-c4ccccc4)nn3-c3ccccc3)CC2)cc1,-9,-7,4,0,33,8,12,7
O=c1[nH]c2ccccc2nc1/C=C/c1ccccc1,6,-99,-31,1,-67,0,9,-6
O=[N+]([O-])c1ccc2nn(Cc3ccccc3)cc2c1,-13,10,1,-4,9,7,13,16
CCCCNc1c(-c2ccc(-c3ccc(C(C)=O)cc3)c(OC)c2)nc2cc(C)ccn12,-2,-33,-17,14,-2,67*,18,-4
CC(=O)c1ccc(NC(=O)c2cnn3c(C(F)F)cc(C4CC4)nc23)cc1,-3,-12,-4,1,-24,7,6,19
CCC(C(=O)NCC1CCCO1)N(Cc1ccc(F)cc1)C(=O)CNS(=O)(=O)c1ccccc1 (stereo not drawn),4,6,8,-4,-5,10,2,-21
Cc1ccccc1NS(=O)(=O)c1ccc(OCC(=O)NCC2CCCO2)cc1 (stereo not drawn),-5,3,-3,-5,-5,1,-8,-31
Cc1nn(CC(=O)NCCN2CCOCC2)c(=O)c2ccccc12,5,-3,2,-8,-14,6,17,-2
CCCc1nnc(SCC(=O)N2CCOCC2)n1CC1CCCO1 (stereo not drawn),-5,3,0,-1,0,-1,-2,7
CN(C(=O)CSc1nc2ccccc2c(=O)n1-c1ccccc1F)C1CCS(=O)(=O)C1 (stereo not drawn),3,14,2,6,5,13,14,9
Cn1c(CC(=O)Nc2ccc(Cl)c(Cl)c2)nnc1SCC(=O)Nc1nccs1,12,5,3,-4,-12,-7,-10,29
Cc1ccc(Sc2ccc(CN3CCCCC3)cc2[N+](=O)[O-])cc1,12,-29,39,-1,-28,-2,15,6
O=c1[nH]cc(S(=O)(=O)Nc2ccc3c(c2)OCO3)c(=O)[nH]1,-3,-4,-11,0,-1,-11,7,0
CSc1oc(-c2ccco2)nc1S(=O)(=O)c1ccccc1,-8,4,-1,-3,10,-3,5,10
CCc1ccc(Nc2ccc(S(=O)(=O)N3CCOCC3)cc2[N+](=O)[O-])cc1,-17,-11,12,5,7,21,19,1
COc1cc(/C=C(\C#N)C(N)=O)ccc1OS(=O)(=O)c1ccc(C)cc1,-5,-5,-1,4,3,52*,17,-22
CS(=O)(=O)Nc1cccc(C(=O)CC2(O)C(=O)Nc3ccc(Br)cc32)c1 (stereo not drawn),-2,-4,7,4,0,-16,14,15
CCn1cc(C(=O)O)c(=O)c2cc(F)c(N3CCN(C(=S)Nc4ccccc4OC)CC3)cc21,15,14,2,-2,3,-1,-4,-4
CC(C)(C)c1ccc(-c2nnc3sc(-c4ccccn4)nn23)cc1,-20,-61,18,6,-44,11,2,-3
CCc1cc(=O)[nH]c(SCC(=O)N2CCCC2)n1,-1,12,-2,2,3,0,3,10
N#CC[C@H](Cc1ccccc1)N1CCN(Cc2ccccc2)CCC1=O,0,-2,2,-10,-23,0,3,4
Cn1c(SCc2ccc(Br)cc2)nc2ccccc2c1=O,3,-29,18,-2,14,-7,22,-12
CC(OC(=O)c1nsc(Cl)c1Cl)C(=O)NC1CCCCC1 (stereo not drawn),2,14,19,-3,-3,-4,11,7
CC(/C=N/n1c(-c2cc(C)[nH]n2)n[nH]c1=S)=C\c1ccco1,-9,8,3,-15,3,1,2,-1
